IDE inh = human IDE inhibitors in live cells, primary screen, fluorescence polarization, HEK cells, FAbetaB substrate | Insulin-degrading enzyme (Homo sapiens), P14735 | FAbetaB cleavage | inhibition, % at 5.59 µM | actives 0.41% (n = 320,000);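 active = percent inhibition above the average of all tested compounds plus 3 SD, set per screening campaign, cut at about 16% in these data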;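 also: IDE supplied by intact live HEK cells; FP after avidin binding of uncleaved biotin substrate so inhibition keeps polarization high; 0% = DMSO wells and 100% = 60 µM reference IDE inhibitor Ii1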
Target sequence (P14735 whole entry, looked up): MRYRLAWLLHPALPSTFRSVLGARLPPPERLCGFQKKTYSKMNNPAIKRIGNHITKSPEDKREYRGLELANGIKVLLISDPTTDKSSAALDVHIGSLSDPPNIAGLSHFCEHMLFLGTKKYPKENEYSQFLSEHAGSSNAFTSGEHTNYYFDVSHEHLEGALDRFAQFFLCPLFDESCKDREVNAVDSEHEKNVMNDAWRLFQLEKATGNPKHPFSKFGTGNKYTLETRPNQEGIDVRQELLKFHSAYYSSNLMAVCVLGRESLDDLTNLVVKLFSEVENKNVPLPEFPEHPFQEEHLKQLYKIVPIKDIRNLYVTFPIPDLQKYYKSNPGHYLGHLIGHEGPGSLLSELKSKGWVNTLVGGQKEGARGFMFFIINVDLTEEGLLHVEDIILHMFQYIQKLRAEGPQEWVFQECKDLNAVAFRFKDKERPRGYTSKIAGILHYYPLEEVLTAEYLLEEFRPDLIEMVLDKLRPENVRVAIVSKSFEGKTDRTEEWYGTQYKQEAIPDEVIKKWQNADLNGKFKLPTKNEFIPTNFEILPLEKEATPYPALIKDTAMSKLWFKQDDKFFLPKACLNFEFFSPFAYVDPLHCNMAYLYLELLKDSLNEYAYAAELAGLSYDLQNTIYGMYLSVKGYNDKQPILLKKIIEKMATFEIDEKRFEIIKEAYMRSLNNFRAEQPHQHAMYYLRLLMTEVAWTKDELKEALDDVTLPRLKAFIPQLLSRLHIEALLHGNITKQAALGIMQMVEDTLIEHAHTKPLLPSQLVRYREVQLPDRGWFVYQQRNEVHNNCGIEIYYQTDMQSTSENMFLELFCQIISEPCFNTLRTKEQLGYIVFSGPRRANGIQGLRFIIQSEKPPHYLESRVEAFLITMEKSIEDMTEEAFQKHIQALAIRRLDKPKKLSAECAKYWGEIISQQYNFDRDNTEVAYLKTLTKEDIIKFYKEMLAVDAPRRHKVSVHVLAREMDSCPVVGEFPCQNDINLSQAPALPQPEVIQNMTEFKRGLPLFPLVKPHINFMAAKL
IMP-1 inhibitor = IMP-1 metallo-beta-lactamase inhibitors, primary screen, biochemical, epi-absorbance readout, Pseudomonas aeruginosa enzyme; inhibition, % at 5.6 µM; AID 1556, 2009; metallo-beta-lactamase IMP-1 (Pseudomonas aeruginosa); purified IMP-1, nitrocefin hydrolysis, epi-absorbance fluorescence; actives 0.45% (n = 290,000);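 active = inhibition above the mean plus 3 SD of all compounds in the same screening run, cut at about 4.5% in these data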;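 also: 0% = IMP-1 with DMSO and 100% = DMSO wells lacking enzyme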
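System: Purified recombinant IMP-1 metallo-beta-lactamase enzyme | Measured by: Fluorescence quenching readout, ex 480/em 530 nm | Replication: Singlicate | Incubation: 15 min preincubation plus 25 min reaction at 25 °C | Evaluation: Percent inhibition from optical density relative to buffer-blank wells | Benchmarks: DMSO with and without IMP-1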
M18AAP inhibitor = PfM18AAP inhibitors, malaria aminopeptidase, primary screen, biochemical, QFRET, recombinant enzyme. M18 aspartyl aminopeptidase (Plasmodium falciparum 3D7). H-Glu-NHMec fluorogenic cleavage. inhibition, % at 7.35 µM. actives 1.2% (n = 290,000). AID 1822, 2009;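 active = inhibition above the campaign mean inhibition over all tested compounds plus 3 SD, cut at about 28% in these data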;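 also: 0% = plate median of test compound wells and 100% = 2 mM ZnCl2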
IDE cell activ = human IDE activators in live cells, primary screen, fluorescence polarization, HEK cells, FAbeta-B substrate; actives 0.073% (n = 340,000); FAbeta-B cleavage; 0% vehicle, 100% cell-free pure enzyme wells; activation, % at 5.96 µM;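 active = activation above the mean of all tested compounds plus 3 SD, set per screening campaign, cut at about 17% in these data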
VIM-2 inh = VIM-2 metallo-beta-lactamase inhibitors, primary screen, biochemical, epi-absorbance readout, Pseudomonas aeruginosa enzyme; purified VIM-2, nitrocefin hydrolysis, epi-absorbance fluorescence; inhibition, % at 5.6 µM; actives 0.89% (n = 290,000); AID 1527, 2009;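 active = inhibition above the mean of all tested compounds plus 3 SD, cutoff set per screening run, cut at about 7.5% in these data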;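 also: red hydrolysis product quenches plate fluorescence so inhibitors raise well fluorescence; 0% = enzyme with DMSO and 100% = DMSO without enzyme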
pCIP destab = p/CIP-EGFP fusion destabilizers, primary screen, fluorescence, F442A cells. Q05BA5. 16 h. decrease of EGFP signal, % at 10 µM. actives 0.01% (n = 290,000);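 active = EGFP signal decrease of at least 30% at 10 µM or well 3 SD below plate mean, unless failing retest; inactive = the rest, including hits failing retest or dose response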; also: some compounds called inactive have numbers as strong as hits; many of its hits are not listed in these tables
FID counter = compounds displacing fluorescent DNA intercalator, primary screen, artefact control for HCV NS3 helicase inhibitor project, biochemical, FID fluorescence. AID 1845, 2009. actives 0.17% (n = 290,000). inhibition, % at 7.9 µM. DNA fluorescent intercalator displacement; in the data active = inhibition above about 37%;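 also: 0% = vehicle and 100% = reference compound; higher means more ethidium bromide displaced from hairpin DNA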
NS3 helicase inh = inhibitors of HCV NS3 helicase, primary screen, biochemical, Cy5 molecular beacon fluorescence. Hepatitis C virus NS3 helicase. NS3 helicase DNA unwinding. inhibition, % at 10.9 µM. actives 0.56% (n = 290,000);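 active = inhibition above the mean of all tested compounds plus 3 SD, set per campaign, cut at about 35% in these data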;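 also: 0% = DMSO wells and 100% = thioflavine S control wells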
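Control set: DMSO versus 110 µM thioflavine S; Material: NS3 helicase fragment of HCV; Measured by: Cy5 fluorescence at 0 and 60 min, beacon hairpin quenching; Read-out basis: percent inhibition from t60/t0 fluorescence ratio; Times: reaction time 60 min, 25 °C; Repeats: single replicate; Compound dosing: single dose, 10.9 µM nominal final, DMSO 0.8% final.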
UBC9 SUMO inh = inhibitors of in vitro SUMOylation cascade, primary screen, biochemical, HTRF, uHTS; AID 2006, 2009; inhibition, % at 35 µM; HTRF SUMOylation assay, SAE1/SAE2 + UBC9; SUMO-conjugating enzyme UBC9 (Homo sapiens), P63279; actives 0.36% (n = 290,000); in the data active = inhibition above about 50%, passing the limit was not always enough; also: strong numbers were not always called active
Starred values were filed as active, the others as inactive; · = not tested or not shown.

SMILES	IDE inh	IMP-1 inhibitor	M18AAP inhibitor	IDE cell activ	VIM-2 inh	pCIP destab	FID counter	NS3 helicase inh	UBC9 SUMO inh
Cc1nonc1NC(=O)CSc1nnnn1-c1ccccc1	-0.1	-0.8	0.5	4.3	1.6	-9.1	-2.4	-7.2	21.1
Cc1cc(CN2C(=O)c3ccccc3C2=O)no1	3.1	-2.5	-14.0	4.5	-2.6	-5.4	0.8	1.9	2.4
COCCOC(=O)c1sc2nc[nH]c(=O)c2c1C	0.6	-2.6	1.9	1.5	-0.7	12.3	12.8	-0.5	17.5
COc1ccc(-n2nc(C(=O)NCC(=O)NC3CCCCC3)c3ccccc3c2=O)c(OC)c1	0.6	-2.8	1.0	-0.4	-4.5	1.4	-36.2	6.0	12.0
N/N=C(\c1ccccc1)c1cc(Br)ccc1N	3.2	1.8	3.4	6.2	0.4	10.1	-8.3	3.9	2.7
O=C(Nc1ccccc1)c1ccc(S(=O)(=O)NCc2ccco2)cc1	-7.4	-0.8	6.1	2.1	-0.7	-8.7	-1.4	-0.8	-6.5
Cc1ccc(/C(N)=N/OC(=O)c2cccc(F)c2)cc1	-1.8	-2.8	4.0	0.2	-4.4	-2.2	-5.1	3.0	18.7
Cc1ccc(OCC(=O)N/N=C/c2ccc3c(c2)OCO3)cc1C	·	-2.1	5.7	5.1	-0.5	8.6	-19.5	-9.9	33.1
COc1cccc(C(=O)NCC(=O)N/N=C/c2cccnc2)c1	1.3	-3.6	-2.9	6.0	-3.8	2.6	-5.9	2.1	19.5
COCCN(C(=O)CSc1nnc(Nc2ccc(C)cc2)s1)c1c(N)n(CC(C)C)c(=O)[nH]c1=O	0.4	-3.0	-5.0	-0.2	-2.0	-14.6	-34.0	2.3	16.8
COc1ccc(C2C3=C(CC(C)(C)CC3=O)Nc3cc4c(cc32)OCO4)cc1 (stereo not given)	-8.2	-1.6	2.9	-3.3	-3.1	-0.1	-9.0	-3.6	-3.1
O=C(CSc1ncn[nH]1)Nc1ccccc1-c1ccccc1	4.4	-1.9	14.0	6.0	-2.8	-1.2	-2.0	-0.1	13.5
COC(=O)c1cc(C(C)=O)n2ccccc12	1.1	-5.8	7.0	0.8	2.6	-6.6	-2.5	3.9	8.4
CCC(=O)c1ccc(OCC(=O)NC2(C#N)CCCCC2)cc1	4.5	-2.5	-7.4	-1.6	-0.6	11.3	-11.3	-8.5	-11.2
COC(=O)CNS(=O)(=O)c1ccc(Cc2ccc(S(=O)(=O)NCC(=O)OC)cc2)cc1	1.3	-3.2	2.1	-2.2	-5.0	-2.6	-15.5	4.4	3.9

The last three entries of the part before open the next one.
SMILES	IDE inh	IMP-1 inhibitor	M18AAP inhibitor	IDE cell activ	VIM-2 inh	pCIP destab	FID counter	NS3 helicase inh	UBC9 SUMO inh
COC(=O)c1cc(C(C)=O)n2ccccc12	1.1	-5.8	7.0	0.8	2.6	-6.6	-2.5	3.9	8.4
CCC(=O)c1ccc(OCC(=O)NC2(C#N)CCCCC2)cc1	4.5	-2.5	-7.4	-1.6	-0.6	11.3	-11.3	-8.5	-11.2
COC(=O)CNS(=O)(=O)c1ccc(Cc2ccc(S(=O)(=O)NCC(=O)OC)cc2)cc1	1.3	-3.2	2.1	-2.2	-5.0	-2.6	-15.5	4.4	3.9
O=C(Nc1ccc(O)cc1)c1ccc2c(c1)C(=O)N(Cc1cccnc1)C2=O	1.8	-1.7	4.3	-2.7	-1.3	-1.6	-10.9	3.1	10.8
COc1ccc(CN(CC2CCC(C(=O)O)CC2)C(=S)Nc2cccc(C)c2)cc1 (stereo not given)	7.3	-0.6	-2.1	-1.4	-3.0	0.7	-29.7	-7.7	-0.7
CC(NC(=O)COc1ccc(/C=N/NS(=O)(=O)c2ccccc2)cc1)c1ccccc1 (stereo not given)	0.9	-3.0	2.3	-2.0	1.2	3.7	-10.7	-2.9	-10.3
O=C(Nc1ccc2c(c1)OCO2)C1CC(=O)N(c2ccccc2)C1 (stereo not given)	1.8	-1.4	-2.4	3.9	0.8	-16.5	-9.2	-11.0	0.8
CCC(=O)OC1CSc2nc3ccccc3n2C1 (stereo not given)	6.1	-3.0	4.0	3.9	-1.2	-11.7	2.1	-0.8	-3.0
Cc1occc1C(=O)N/N=C/C=C/c1ccc(N(C)C)cc1	-1.9	-4.1	-4.7	-7.9	-3.6	-5.5	-9.0	6.7	17.7
CCc1nnc(NC(=O)CSc2nnc(-c3ccoc3C)n2CC(C)C)s1	2.5	-3.9	-8.8	-1.5	0.4	-4.9	-25.8	-4.4	22.1
CCOc1ccc(-n2c(SCC(=O)N3CCC(C(=O)O)CC3)nc3ccccc3c2=O)cc1	-1.8	-2.1	-0.3	-0.1	-0.5	-6.2	-39.5	-4.6	21.6
CC(C)(C)c1ccc(OC2=CS(=O)(=O)c3ccccc32)cc1	4.9	-2.4	-0.5	2.5	-1.2	-14.6	-11.1	-7.2	-12.4
COc1cc(C2C(C#N)=C(N)Oc3n[nH]c(-c4ccccn4)c32)cc(OC)c1OC (stereo not given)	11.2	-2.8	-0.2	-2.5	-3.0	-3.5	-24.1	1.1	7.2
COC(=O)c1c(N)sc2c1CC(C)(C)OC2	-4.2	-4.9	-1.6	-3.1	-4.6	13.1	-1.8	17.3	11.0
CN1CCC(OC(=O)COc2ccc(Cl)cc2Cl)CC1	4.8	-0.4	-7.8	1.6	4.6	11.4	10.1	6.8	0.7
CN1C2CCC1CC(NC(=O)CSc1ccc(C(C)(C)C)cc1)C2 (stereo not given)	-2.3	-3.3	7.4	2.6	-3.2	-15.7	18.0	15.6	-5.1
COc1ccc(CCNC(=O)COC(=O)c2cc(S(=O)(=O)NCc3ccccc3)ccc2O)cc1OC	0.3	-0.3	-9.4	3.5	0.9	6.2	-40.5	12.7	8.4
Cc1cc(NC(=O)Cc2cc(F)cc(F)c2)no1	-3.4	0.2	-8.6	5.5	1.1	-1.7	-1.3	1.7	7.5
Cc1cccc(Cn2c(N(C)CCO)nc3c2c(=O)[nH]c(=O)n3C)c1	-1.0	-6.1	-7.3	-0.1	-1.1	-15.8	-9.6	3.0	7.9
COc1ccc(CCNS(=O)(=O)c2ccc(-n3cnnn3)c(OC)c2)cc1OC	0.2	-0.9	-2.8	6.6	0.9	-6.4	-11.0	4.4	11.9
Cc1[nH]n(-c2ccc(Br)cc2)c(=O)c1/C=N/NC(=O)c1ccccc1	·	-6.1	2.5	4.5	-3.9	-13.2	-11.7	32.6	-27.5
Cc1nn2c(SCC(=O)c3cccs3)cc(C(C)(C)C)nc2c1-c1ccccc1	-1.4	-2.7	-13.6	7.3	0.1	-6.2	-5.9	9.5	-7.1
CC(C)N1CCc2c(sc(NC(=O)C3CCCCC3)c2C(N)=O)C1	0.9	-0.7	-11.3	-0.2	-1.9	-13.2	-3.1	-15.5	1.8
CCOc1ccc(-n2c(=S)sc3c(=O)[nH]c(SCC(=O)NCC4CCCO4)nc32)cc1 (stereo not given)	5.7	-1.1	1.9	2.5	-2.9	0.8	-36.5	4.7	-14.0
CC(=O)OCC(=O)Nc1ccc(C(C)=O)cc1	-2.4	-0.7	-0.4	3.4	-3.0	-3.3	3.0	-3.0	1.5
CC(C)NC(=O)COC(=O)c1cc(F)c(F)cc1Cl	3.1	-1.4	2.5	5.7	-0.6	-15.5	-2.7	-2.7	19.2
CCOC(=O)Cc1nnc2c(Nc3ccc(C)cc3)nc3nonc3n12	-2.0	-2.4	-2.0	-3.7	-0.3	2.7	-4.6	5.8	-5.5
CCC(C)NC(=S)NNC(=O)c1ccc(C(C)(C)C)cc1 (stereo not given)	2.2	-3.6	0.0	2.3	-3.4	-8.3	-11.3	-0.1	-17.1
O=C(Cn1ccc([N+](=O)[O-])n1)NCc1ccco1	-2.2	-2.4	0.4	3.2	-1.7	-3.8	-1.7	6.4	13.3
COc1ccc(C2CC(O)(c3ccccc3)Oc3c(C)ccc(C)c32)cc1 (stereo not given)	0.5	·	·	0.1	·	0.6	·	·	1.2
CCOC(=O)C1CCCN(C/C(O)=C(\C#N)c2nc(-c3ccccc3)cs2)C1 (stereo not given)	4.2	-3.1	-0.5	4.7	-6.0	-2.3	-13.7	-0.6	2.0
CCOC(=O)c1cn(Cc2ccc(Cl)cc2Cl)c2cc(C)nn2c1=O	1.3	-2.6	-1.1	2.5	2.5	8.0	-35.2	-9.5	14.5
COc1cc(-c2nnc(-c3cccnc3)o2)cc(OC)c1OC	-5.3	-0.5	-0.2	2.5	0.4	12.2	-15.1	3.6	7.3
Cc1ccc[n+](CC(=O)c2cc3ccccc3oc2=O)c1	2.5	-1.6	2.6	4.8	2.3	-2.7	4.3	-1.1	22.3
COCCn1cc(C(=S)N2CCCCC2)c2ccccc21	4.4	-1.3	-1.8	-2.0	-0.4	-5.7	-16.7	-7.8	-1.5
COc1ccc(NC(=O)CCS(=O)(=O)c2ccccc2)c(OC)c1	6.0	-3.4	4.2	1.0	-3.9	-7.8	-3.9	3.2	-19.9
COc1ccc(NC(=O)CSc2nccn2Cc2ccco2)cc1OC	5.0	-4.8	-5.3	4.9	-0.8	0.9	-16.5	4.2	-6.3
CCOC(=O)C1CCN(C(=O)Cc2ccc(-c3ccccc3)cc2)CC1	6.1	0.7	-12.8	-2.0	1.3	-3.1	-39.5	-0.3	-6.9
O=C(NCCCn1ccnc1)/C(=C\c1cccs1)NC(=O)c1ccccc1	0.6	-3.3	1.4	3.6	-3.1	5.1	3.0	-10.9	8.0
O=C(CSc1nc2ccccc2c(=O)n1CC1CCCO1)NCc1ccc2c(c1)OCO2 (stereo not given)	5.7	-1.5	-10.5	2.6	-0.6	-4.5	2.9	-3.5	5.1
CC(C)CN(C(=O)CSc1nncs1)c1c(N)n(CC(C)C)c(=O)[nH]c1=O	0.6	-6.5	-6.6	4.3	-4.0	-0.7	0.2	5.5	-0.2
CCOc1ccc(CNC2CCCc3ccccc32)cc1 (stereo not given)	6.9	-1.2	5.3	3.2	0.8	-16.1	25.3	-9.5	-13.3
CCOc1cc(NS(C)(=O)=O)c(OCC)cc1NC(=O)c1cccs1	-2.1	-1.4	-8.5	-0.4	1.0	0.4	-9.9	-5.6	6.8
O=C(Cc1ccccc1)Nc1ccccc1CO	2.9	-2.6	-5.5	3.3	0.2	-6.6	-1.0	1.1	-13.7

Source: PubChem
